AID2073: disruptors of CaV2.2 binding to Mint1 – biochemical, HTRF (AID 2073); HTRF protein-protein interaction, Mint1-CaV2.2; higher % means a stronger effect; one-dose inhibition, % at 20 µM; IC50 in µM for titrated hits; hit rate 0.19% among 290,000; in the data active = inhibition mostly above about 51%, no sharp cut-off; inconclusive = no clear call, values can overlap the other calls; inactive = mostly below about 53%; note: some results filed as inactive read as strong as hits
UTI89 phage lysis: protection from phage-mediated lysis, alamar blue read-out – E. coli UTI89, K1F phage, bacterial capsule biogenesis inhibitors (AID 488966). E. coli UTI89 K1F phage lysis, alamar blue, 2 h; higher % means a stronger effect. inhibition, % at 100 µM, or IC50 in µM where a hit was titrated. hit rate 0.02% among 340,000;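 active = phage lysis inhibition, versus mean bacterial control, above a set limit; inconclusive = no clear call, values can overlap the other calls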;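 note: capsule biogenesis inhibitors block K1F phage lysis so surviving cells raise fluorescence; higher fluorescence means more inhibition of phage lysis; actives were called in the ten point dose series up to 300 µM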
MgcRacGAP inhibition: MgcRacGAP GTPase-activating activity inhibitors, confirmation, biochemical, ADP Hunter fluorescence | one-dose inhibition, % at 30 µM; IC50 in µM for titrated hits | hit rate 0.6% among 340,000 | MgcRacGAP-stimulated Rac1 GTP hydrolysis, ADP Hunter fluorescence; higher % means a stronger effect; GST-tagged Rac1 F28L mutant substrate;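 active = first-screen hits whose inhibition reached a set limit at any dose in the follow-up dose series; inconclusive = inhibition above the set first-screen limit but never retested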;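 note: fluorescence reports GDP produced by GAP-driven GTP hydrolysis; strong numbers were not always called active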
SV40 large T antigen: TAg ATPase/helicase activity blockers – biochemical (AID 1903); inhibition, % at 20 µM; hits with a dose series show IC50 in µM; hit rate 0.39% among 310,000; SV40 large T antigen ATPase/helicase inhibition assay; higher % means a stronger effect; in the data active = a potency from the dose series; inconclusive = inhibition mostly from about 32% at the one dose, without a potency; inactive = the rest, 99 in 100 with inhibition below about 32%; note: strong numbers were not always called active
RSV antiviral HEp-2: inhibition of RSV-induced cytopathic effect – HEp-2 cells, primary 10 µM value included (AID 2391). hit rate 0.13% among 310,000. HEp-2 cells, RSV-induced CPE inhibition; higher % means a stronger effect. one-dose CPE inhibition, % at 10 µM; IC50 in µM for titrated hits; in the data active = a potency from the dose series; inconclusive = CPE inhibition mostly from about 23% at the one dose, without a potency; inactive = the rest, 99 in 100 with CPE inhibition below about 21%; note: strong numbers were not always called active
NS5 inhibitors: flavivirus cap methylation enzyme inhibition – biochemical, confirmation dose response, primary screen (AID 588689). Dengue-2 NS5 methyltransferase capping enzyme assay, biochemical; higher % means a stronger effect. inhibition, % at 25 µM, or IC50 in µM where a hit was titrated. hit rate 0.3% among 340,000; in the data active = a potency from the dose series; inconclusive = inhibition above about 29% without an active follow-up result
West Nile antiviral: West Nile virus antiviral activity, cell-based, CPE readout (AID 1621) | West Nile virus-infected cells, CPE inhibition; higher % means a stronger effect | hit rate 0.02% among 290,000 | one-dose CPE inhibition, % at 10 µM; IC50 in µM for titrated hits; in the data active = a potency from the dose series; inconclusive = CPE inhibition mostly from about 3.7% at the one dose, without a potency; inactive = the rest, 99 in 100 with CPE inhibition below about 2.2%; note: strong numbers were not always called active
SIAH1 antagonists: blockers of Siah-1 interaction with plectin peptide – biochemical, fluorescence polarization, rhodamine-plectin, uHTS, primary screen (AID 1817). Siah-1 / rhodamine-plectin peptide fluorescence polarization; higher % means a stronger effect. displacement, % at 20 µM, or IC50 in µM where a hit was titrated. hit rate 0.02% among 290,000;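 active = displacement of at least 50% at 20 µM, with a fluorescence ratio check between 0.3 and a set limit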;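 note: plate controls were Siah plus tracer with DMSO for no effect and tracer alone without Siah for full effect; strong numbers were not always called active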
NTR1 ag: NTR1-driven beta-arrestin-GFP spot formation – imaging, U2OS cells, high content, primary screen (AID 493036) | activation, % at 20 µM | P30989 | hit rate 0.17% among 330,000 | agonist mode;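 active = activation at or above 40% of the spot to cytoplasm intensity ratio, with at least 20 cells analyzed; inconclusive = wells under 20 cells, flagged as cytotoxic or low count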;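 note: 0% = DMSO without peptide and 100% = 100 nM NTR1 peptide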
Target sequence (P30989 whole entry, looked up): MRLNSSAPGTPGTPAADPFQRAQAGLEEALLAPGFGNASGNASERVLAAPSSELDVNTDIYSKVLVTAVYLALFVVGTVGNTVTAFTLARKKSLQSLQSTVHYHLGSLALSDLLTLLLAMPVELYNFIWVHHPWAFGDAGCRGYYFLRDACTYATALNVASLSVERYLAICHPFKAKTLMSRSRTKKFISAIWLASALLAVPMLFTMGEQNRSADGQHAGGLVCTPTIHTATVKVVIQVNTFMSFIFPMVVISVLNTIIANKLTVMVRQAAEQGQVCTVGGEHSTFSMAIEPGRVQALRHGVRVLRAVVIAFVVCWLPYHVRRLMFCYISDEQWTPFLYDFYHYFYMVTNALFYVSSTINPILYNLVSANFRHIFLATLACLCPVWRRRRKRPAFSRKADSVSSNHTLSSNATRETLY
NTR1 ag cell count 20 µM: recorded beside NTR1 ag, whose call it bears; cell count; measured here: cell count, cytotoxicity flag
NS5 inhibitors pilot replicate: recorded beside NS5 inhibitors, whose call it bears; inhibition, %; measured here: pilot screen replicate inhibition
Active calls of the source: *; ? = inconclusive; . = no result given; & = joins results of further samples; [ ] = remark or other dose. An unsorted share of the library; about 1.6% have a hit in one of these screens.

SMILES	AID2073	UTI89 phage lysis	MgcRacGAP inhibition	SV40 large T antigen	RSV antiviral HEp-2	NS5 inhibitors	West Nile antiviral	SIAH1 antagonists	NTR1 ag	NTR1 ag cell count 20 µM	others
CCCCNC(=S)Nc1cc(S(=O)(=O)N2CCCCC2)ccc1C	-5%	0.7%	5%	17%	4.4%	-2%	-0.8%	-9%	-1.6	58
Clc1cccc(Cl)c1/C=N\Nc1nccs1	-6%	0.4%	4%	16%	?	-1%	-0.7%	-3%	1.4	47
CSc1nc(N)nc(N(C)C)n1	2%	1.0%	10%	4%	0.8%	4%	0.2%	6%	-0.2	64
O=C(CC1C[C@H](C(=O)N2CCCCC2)[C@@]2(CCc3ccccc3)c3[nH]c4ccccc4c3CCN2C1=O)NCc1ccco1 (stereo partly specified)	.	0.0%	12%	.	.	-3%	.	.	1.4	45	NS5 inhibitors pilot replicate=2.8
O=C(c1ccc(S(=O)(=O)Nc2ccccc2)cc1)N1CCCCCCC1	3%	-0.1%	5%	14%	2.8%	-4%	-0.9%	7%	-0.3	65
O=C(COC(=O)c1ccccc1C(=O)c1ccccc1)NCc1ccc(F)cc1	2%	-0.3%	-6%	0%	1.5%	-3%	0.4%	-3%	0.2	55
COc1ccc(Cl)cc1NC(=O)CN(C)CC(=O)Nc1cc(OC)c(OC)c(OC)c1	14%	0.2%	.	3%	-1.6%	-3%	0.8%	0%	-0.4	56
Cc1ccc(S(=O)(=O)NN2C(=O)/C(=C/c3ccccn3)SC2=S)cc1	-4%	-1.6%	6%	21%	1.3%	14%	1.4%	3%	-0.5	69
Cc1c(Nc2cc(N3CCCCCC3)c3nonc3c2[N+](=O)[O-])c(=O)n(-c2ccccc2)n1C	9%	0.5%	2%	4%	10%	-7%	0.0%	-5%	2.3	57
COc1ccccc1CCn1cc(C#N)c(=O)[nH]c1=O	-4%	.	.	37%	.	.	-0.3%	-5%	0.2	57
Cc1nc(Nc2ccncc2)c2oc3ccccc3c2n1	7%	0.2%	18%	-1%	0.8%	6%	1.0%	2%	-0.6	72
COc1ccc(/C=N/N2CCN(c3ccncc3S(=O)(=O)N3CCCCC3)CC2)cc1	-15%	0.4%	-1%	10%	1.5%	-5%	0.1%	-6%	2.8	33
Nc1cc(N2CCCCC2)c(Cl)cc1[N+](=O)[O-]	-2%	0.0%	1%	3%	1.9%	0%	-0.2%	-1%	2.4	106	NS5 inhibitors pilot replicate=2.3
COc1ccccc1NC(=O)CCC(=O)N/N=C(/C)c1ccc(C)cc1	4%	2.0%[50 µM]	2%	0%	0.8%	3%	-0.1%	2%	-0.6	62
Cn1c(=O)c(C(=O)NCc2ccc(F)cc2)c(O)c2ccccc21	14%	0.1%	7%	24%	0.6%	-1%	0.4%	2%	3.2	59	NS5 inhibitors pilot replicate=4.6
CCCC(c1nnnn1Cc1ccc(OC)cc1)N1CCN(C(=O)c2ccco2)CC1 (stereo unspecified)	4%	0.2%	9%	5%	2.2%	3%	-0.5%	2%	-0.9	43
S=C1NC2=C(CCCC2=C2SCCCS2)C(c2ccccc2)N1 (stereo unspecified)	26%	-0.9%	1%	10%	19%	7%	0.3%	0%	11	42
N#C/C(=C\c1ccccc1)c1ccccn1	15%	0.8%	5%	4%	0.5%	-6%	0.1%	-1%	0.1	45
O=C(O)CCC1(c2ccccc2)NC(=O)NC1=O (stereo unspecified)	-8%	-0.1%	6%	6%	1.4%	-1%	0.2%	-2%	1.5	55
COCCn1nnnc1C(c1ccc(C(F)(F)F)cc1)N1CCOCC1 (stereo unspecified)	1%	0.4%	10%	10%	0.9%	-5%	0.2%	0%	-0.1	92
C#CCOCCOCCOCCNc1nc(N2CCN(C(=O)[C@H](CCC(=O)O)n3cc(C(N)CO)nn3)CC2)nc(N2CCN(C(=O)[C@H](CCC(=O)O)n3cc(C(N)CC(C)C)nn3)CC2)n1 (stereo partly specified)	15%	.	.	.	.	.	-0.4%	-1%	0.3	60
CSc1ccc(C#N)cc1NC(=O)c1ccc(Cl)nc1	-8%	-1.8%	5%	8%	1.6%	-2%	0.3%	-5%	-0.5	79
CC(C)NCCCOc1ccc(C(C)(C)c2ccccc2)cc1	1%	5.8%	16%	12%	-0.5%	-6%	-0.2%	0%	0.0	70
CC(OC(=O)CSc1ccc([N+](=O)[O-])cc1)C(=O)NCc1ccccc1 (stereo unspecified)	.	0.1%[50 µM]	-7%	?	-0.6%	-1%	.	.	-0.4	59
CC(C)c1ccccc1OCC(=O)Nc1ccccc1C(=O)N1CCOCC1	-2%	-0.3%	8%	26%	1.3%	3%	-0.1%	6%	1.2	67
COC(=O)c1ccccc1C(=O)N1CCOCCN(C(=O)c2ccccc2C(=O)OC)CCOCC1	-3%	2.0%[50 µM]	9%	15%	0.9%	-1%	-0.3%	-2%	-1.1	77
CC(=O)Nc1ccc(NC(=O)/C(=C/c2ccco2)NC(=O)c2ccccc2)cc1	-11%	2.1%	4%	15%	1.0%	.	0.2%	-2%	-1.4	39
COc1ccc([N+](=O)[O-])cc1NC(=O)CCCOc1ccccc1	4%	2.7%	7%	6%	0.4%	-6%	-0.8%	-2%	-0.7	65
COc1ccc2cc(C(=O)Nc3ccccc3)sc(=O)c2c1OC	-4%	-4.5%	3%	4%	2.6%	-4%	1.2%	27%	0.8	69
COC(=O)c1cccc(-n2sc3ccccc3c2=O)c1	.	1.3%	37µM*	.	-1.9%	-42%	.	.	-1.5	59
O=C1Cc2cc(S(=O)(=O)Nc3cccc([N+](=O)[O-])c3)cc3c2N1CCC3	10%	1.9%	6%	1%	1.3%	-6%	1.0%	-5%	0.3	51
O=C(CCc1nc2ccccc2c(=O)[nH]1)N1CCN(C/C=C/c2ccccc2)CC1	3%	2.1%	2%	5%	3.3%	-1%	-0.8%	-5%	-1.4	88
c1ccc2c(-c3cn4ccccc4n3)c[nH]c2c1	43%	.	.	25%	4.5%	.	-0.5%	-11%	-0.6	34
Cc1cc(Br)c(NC(=O)COC(=O)CSc2nnc(-c3ccc(Cl)cc3)o2)c(Br)c1	4%	-0.3%	3%	-1%	1.8%	-2%	0.1%	5%	0.9	56
O=C(COC(=O)c1ccccc1Cl)NCc1ccco1	.	1.8%[50 µM]	7%	.	.	-4%	.	.	-1.7	52
Cn1c(Cc2ccccc2)nnc1SCc1ccc(C(=O)O)cc1	-13%	1.3%[50 µM]	-14%	11%	0.4%	-7%	0.1%	-2%	1.8	49
O=C(c1cc(=O)[nH]c2ccccc12)N1CCN(S(=O)(=O)c2ccc3ccccc3c2)CC1	0%	-0.2%	10%	1%	2.9%	2%	0.5%	2%	0.7	33
CC(=O)Nc1ccc(NC(=O)[C@@H]2CCCC[C@@H]2C(=O)O)cc1	2%	0.5%	3%	13%	-1.2%	-7%	0.4%	9%	-0.3	43
Cc1ccc(S(=O)(=O)NCC(=O)N2CCN(S(=O)(=O)c3ccc(Cl)cc3)CC2)cc1C	.	1.2%[50 µM]	3%	6%	0.1%	-5%	.	.	2.5	55
COC(C[C@H]1O[C@H]1C(=O)COCc1ccccc1)OC	2%	3.2%	6%	.	.	-4%	-0.2%	12%	3.5	94
CC(C)c1ccc(NC(=O)CSc2nc3ncccc3[nH]2)cc1	8%	-0.1%	-34%	8%	-0.5%	-6%	1.4%	2%	2.0	73
COc1ccc(CC(=O)c2ccc(OC)c(OC)c2)cc1	-8%	-3.1%	3%	0%	0.7%	-4%	0.3%	-3%	2.4	62
COc1ccc(C)cc1NC(=O)CSc1nc(SC)ns1	11%	-0.2%	13%	-4%	2.1%	-5%	-0.1%	2%	0.0	47
CCOc1ccccc1NC(=O)c1ccccc1NC(=O)c1ccco1	14%	0.6%	9%	4%	3.3%	-12%	-0.1%	-1%	-0.3	67
O=C(c1ccco1)N1CCCN(Cc2nc(Cc3ccccc3)no2)CC1	5%	0.2%	-9%	22%	0.1%	-8%	0.0%	0%	0.6	59
CCCC(c1nnnn1Cc1ccco1)N1CCN(c2cc(Cl)ccc2C)CC1 (stereo unspecified)	2%	0.6%	12%	1%	-1.0%	-11%	?	1%	0.6	52
CN1N=C(C(=O)N2CCCC(N3CCN(c4ccc(F)cc4)CC3)C2)CCC1=O (stereo unspecified)	6%	0.1%	2%	23%	1.9%	-7%	-0.6%	-2%	-0.4	55
CCCc1cc(=O)[nH]c(SCC(=O)N2CCCCCC2)n1	.	-0.1%[50 µM]	2%	.	.	-7%	.	.	-0.3	63
CCOc1ccc(CCNC(=O)c2ccc(NC3=NC4CS(=O)(=O)CC4S3)cc2)cc1 (stereo unspecified)	5%	-0.1%	7%	.	0.9%	-3%	-0.3%	13%	-0.4	66
CCC1CCc2c(sc(NC(=O)C3CC=CCC3C(=O)O)c2C#N)C1 (stereo unspecified)	-5%	-2.9%	7%	8%	4.9%	27%	-0.1%	0%	-0.2	39

(continued)
SMILES	AID2073	UTI89 phage lysis	MgcRacGAP inhibition	SV40 large T antigen	RSV antiviral HEp-2	NS5 inhibitors	West Nile antiviral	SIAH1 antagonists	NTR1 ag	NTR1 ag cell count 20 µM	others
COc1cc(OC)c(CN2CCCCCCC2)cc1Br	7%	3.2%	14%	5%	-1.8%	-4%	-0.5%	6%	-1.8	54
CCCC(=O)Nc1ccc(S(=O)(=O)Nc2nccs2)cc1	.	-0.8%	-14%	8%	-2.2%	-2%	.	.	-0.2	51
COc1ccccc1-n1cc(C(=O)NCC(=O)NCc2ccc(F)cc2)c2ccccc2c1=O	-2%	1.4%	5%	24%	0.5%	-5%	1.2%	8%	2.2	53
COC(=O)C1=C(C)N(Cc2ccccc2)C(=NCc2cc(OC)c(OC)c(OC)c2)N[C@H]1c1ccc(Br)cc1	.	0.3%	16%	.	.	-11%	.	.	12	70
NCCC(=O)NC[C@H]1O[C@@H](n2cnc3c(N)ncnc32)[C@H](O)[C@@H]1O	.	0.3%	8%	.	.	1%	.	.	-1.0	54	NS5 inhibitors pilot replicate=5.5
Cc1[nH]c(C)c(S(=O)(=O)N2CCCCC2)c1C(=O)N1CCCCC1	1%	0.2%	14%	12%	0.8%	-4%	0.4%	4%	2.3	63
C[C@]12CC[C@@H]3c4ccc(OS(=O)(=O)O)cc4CC[C@H]3[C@@H]1CCC2=O	9%	2.5%&4.2%	6%&3%	8%&14%&10%	0.0%&1.4%&-0.7%	-1%&4%	0.7%&0.5%	-1%	-3.0&1.7&3.3	61&57&50
O=C(O)C1CCCN1S(=O)(=O)c1ccc(Br)cc1 (stereo unspecified)	2%	0.2%	2%	0%	1.0%	-7%	0.1%	0%	0.4	46
O=C1CCCC(O)=C1N=Nc1ccc2c(c1)OCO2	4%	0.2%	12%	20%	0.5%	-3%	-0.1%	-6%	-0.1	63

Screens deposited in PubChem by several laboratories.
